Screens deposited in PubChem BioAssay by Sanford-Burnham Center for Chemical Genomics.
EphA4 KYL inhibition: EphA4 ligand-binding antagonists – biochemical, colorimetric, mouse EphA4, primary screen (AID 689) | EphA4-AP binding to KYL peptide, pNPP A405; higher % means a stronger effect | hit rate 0.1% among 62,000 | inhibition, % at 10 µM; hits with a dose series show IC50 in µM; in the data active means a potency from the dose series; inactive means the rest, 99 in 100 with inhibition below about 22%
* marks the source's active call; other numbers are inactive results. Not all compounds are listed; the hit share may differ from the screen's.

SMILES	EphA4 KYL inhibition
Cc1cc(C(=O)N2CCOCC2)n(-c2ccccc2)n1	3.0%
COc1ccc(S(=O)(=O)Nc2ccc(S(=O)(=O)N3CCCCC3)cc2)cc1C	-0.3%
O=C(CSc1nc2ccccc2c(=O)n1CC1CCCO1)NCC1CCCO1 (centres undefined)	-5.0%
CC(=O)NC(NC(=S)Nc1ccc(N=Nc2ccccc2)cc1)C(Cl)(Cl)Cl (centres undefined)	1.9%
Cc1ccc(C(C(=O)NC(C)(C)C)N(CC2CCCO2)C(=O)Cn2nnc(-c3ccc(C)o3)n2)cc1 (centres undefined)	-2.3%
Nc1c(C(=O)NCc2ccccc2)nnn1Cc1ccccc1	-9.8%
C=CCc1c(C)c(C#N)c2nc3ccccc3n2c1NCCN(C)C	-10.1%
Cn1nnnc1SCc1ccc(C(=O)Nc2ccc(Br)cc2)cc1	-38.1%
O=C(NCc1ccccc1)c1ccc2c(=O)n(CC3CCCO3)c(=S)[nH]c2c1 (centres undefined)	-5.7%
CCn1c(SCC(=O)Nc2ccccc2C(=O)OC)nnc1-c1ccc(N)cc1	-2.4%
O=C(Nc1ccc(Cl)cc1)OCc1cc(-c2ccccc2)on1	-2.5%
Cc1ccc(-c2nc3cc(NS(=O)(=O)c4ccc(C)cc4)ccc3o2)cc1	5.0%
Cc1ccc(OCC(=O)N/N=C/C=C/c2ccco2)cc1	-0.5%
CCOC(=O)c1ccc(-c2ccc(/C=c3\sc4nc5ccccc5n4c3=O)o2)cc1	9.9%
COc1cc(OC)c(OC)cc1/C=N/NC(=O)c1cc(-c2cccn2C)n[nH]1	-15.3%
N#Cc1c(N)oc(-c2ccccc2)c1-c1ccccc1	-1.3%
Cn1nnnc1SCCNS(=O)(=O)c1ccccc1	-12.9%
Cc1ccc(N2C3=[N+](CCCCC3)CC2(O)c2cccc([N+](=O)[O-])c2)cc1 (centres undefined)	-2.9%
CCOC(=O)c1c(C)n(C)c2ccc(OC)c(NC(=O)c3cccs3)c12	-8.6%
COc1ccccc1-c1nnc(NC(=O)C(C)C)s1	0.8%
O=C(NCC1COc2ccccc2O1)c1cn(Cc2ccc(F)cc2)nn1 (centres undefined)	2.4%
Cn1c(SCc2ccc(Cl)cc2)nc(C(F)(F)F)cc1=O	6.6%
CCCCn1c(-c2ccco2)nc2ccccc2c1=O	-3.6%
COc1ccccc1NC(=O)CSc1nnc(C)n1Cc1ccccc1	1.4%
CN(C)CCCN1CC(C(=O)O)CC1=O (centres undefined)	-6.3%
COc1cc(S(=O)(=O)N(Cc2cccs2)CC2CCCO2)ccc1-n1cnnn1 (centres undefined)	-20.5%
COc1ccc(C2=C/C(=C/c3ccc([N+](=O)[O-])cc3)C(=O)O2)c(OC)c1	-9.2%
C/C(=N\O)c1c(C)c2ccccc2n1C	-5.0%
Oc1ccccc1Nc1nc(NCC2CCCO2)c2ccccc2n1 (centres undefined)	-21.0%
CCOc1ccc(/C=C2\C(=O)NC(=S)N(c3ccc(Br)cc3)C2=O)cc1Cl	8.4%
COC(=O)C1=C(C)NC2=C(C(=O)c3ccccc32)C1c1ccc(-c2ccc(Cl)cc2)o1 (centres undefined)	-1.9%
O=C(Cc1ncc(C(F)(F)F)cc1Cl)N1CCN(c2ccccn2)CC1	-13.5%
COc1ccc(C(=O)NCCn2cc(SCC(=O)Nc3cc(C)on3)c3ccccc32)cc1OC	-9.4%
CC(=O)c1cc(-c2ccc(F)cc2)n(CC(=O)NCc2cccs2)c1C	3.0%
COc1cccc(-c2nc(N3CC(C)CC(C)C3)c3ccccc3n2)c1O (centres undefined)	-2.2%
CC/C(=N\O)C(C)(C)/[N+]([O-])=C/c1ccc(Br)cc1	-6.9%
O=C(O)c1ccccc1C1=Nc2ccc(O)cc2Oc2cc(O)ccc21	-9.1%
CCOc1ccc(-n2cc(C(=O)Nc3cccc(OC)c3)c3cc(OC)c(OC)cc3c2=O)cc1	-12.0%
CCCCOC(=O)c1ccc(NC(=O)c2cccc(Cl)c2Cl)cc1	-1.6%
Cc1ccc(N2C(=O)C(O)(C(F)(F)F)C3=C2CC(C)(C)CC3=O)cc1C (centres undefined)	0.2%
COc1ccccc1-c1n[nH]c(=S)n1-c1ccccc1	11.1%
CCC(C)(C)n1nnnc1C(c1cc2cc(C)cc(C)c2[nH]c1=O)N1CCN(C(=O)c2ccco2)CC1 (centres undefined)	-7.3%
Cn1c(=O)oc2cc(S(=O)(=O)NCCN3CCN(c4ccccc4)CC3)ccc21	2.0%
COC(=O)c1cccc(-n2[nH]nnc2=S)c1	4.1%
Cc1cc(NC(=O)CN2CCCCC2C)no1 (centres undefined)	-22.4%
COc1cccc(N(C(=O)Cn2nnc(-c3cccs3)n2)C(C(=O)NC2CCCCC2)c2ccncc2)c1 (centres undefined)	-17.0%
CCCc1nc(SCC(=O)N2CCCC2)c2ccccc2n1	0.0%
O=C(Nc1ccc2c(c1)oc1ccccc12)C1CC1	-5.7%
COc1ccc(CNc2nc3ccccc3n2CCN2CCCCC2)c(OC)c1	-4.9%
COC(=O)C(C)Oc1cc2oc(=O)cc(-c3ccccc3)c2cc1Cl (centres undefined)	-7.2%

Continued:
SMILES	EphA4 KYL inhibition
CCSc1nc2c(c(=O)[nH]1)C(C(C)C)C(C#N)=C(N)O2 (centres undefined)	-3.5%
O=C(CSc1nnc(-c2cccnc2)n1Cc1ccco1)c1ccc(Cl)c(Cl)c1	16.7%
CCOC(=O)c1c(C)oc2cc(Br)c(O)c(CN(C)C)c12	7.0%
O=C(/C=C/c1ccc(Cl)cc1)Nc1ccc(N2CCCCC2)cc1	-11.6%
O=S(=O)(c1ccc(Br)s1)N1CCN(c2ncccn2)CC1	-3.0%
O=C(CC1S/C(=N\N=C\c2cccs2)NC1=O)Nc1ccc(Cl)cc1Cl (centres undefined)	-4.3%
CC(=O)Nc1ccccc1NC(=O)C(F)(F)F	-27.0%
Cc1c(N2C(=O)CSC23C(=O)Nc2ccccc23)c(=O)n(-c2ccccc2)n1C (centres undefined)	-13.2%
CCOC(=O)c1c(C)[nH]c(C(=O)COC(=O)c2cn(CC)c3nc(C)ccc3c2=O)c1C	-16.6%
O=C(NCCN1CCN(C(=O)Nc2ccccc2)CC1)Nc1ccccc1	-2.3%
CC(C)NC(=O)C1CCCN(c2nnc(-n3cccc3)s2)C1 (centres undefined)	-3.0%
COc1cc(/C=C2\C(=O)NC(=O)N(c3ccc(C)cc3)C2=O)ccc1OCc1ccccc1	-3.6%
COn1c(SCc2cccc(Cl)c2)nc2ccccc2c1=O	-2.3%
CCNC(=O)CC1C(=O)N(c2ccc(F)cc2)C(=O)N1Cc1ccccn1 (centres undefined)	-8.2%
CN1C(=O)CC(c2ccco2)Sc2ccccc21 (centres undefined)	-5.0%
Cc1ccc(N(CCCCN2C(=O)c3ccccc3C2=O)C(=O)c2cccc([N+](=O)[O-])c2)cc1	-6.4%
O=C(NCC(c1cccnc1)N1CCOCC1)c1cccc(Cl)c1 (centres undefined)	-10.4%
O=C(Nc1cccc(Cl)c1Cl)c1snnc1-c1ccccc1	4.6%
Nc1ccc2oc(-c3cccc(Cl)c3)nc2c1	0.0%
O=C(NCc1ccco1)C1CCN(S(=O)(=O)c2ccc(-n3cnnn3)cc2)CC1	-9.0%
O=C(Nc1ccc2ccccc2c1)c1cccnc1	10.8%
Cc1ccc(CNC(=O)CCNC(=O)Cn2ccc3ccccc3c2=O)o1	-10.1%
Cc1nnc(Sc2c(N)n(C)c(=O)[nH]c2=O)s1	-3.8%
CCN(CC)C(=O)CSc1nnc([C@@H](NC(=O)OC(C)(C)C)C(C)C)o1	-17.4%
COc1cc(/C=C2/SC(=S)N(CCC(=O)O)C2=O)cc(Br)c1O	-5.3%
COc1ccc(C(=O)COc2ccccc2N2C(=O)C3C4C=CC(C4)C3C2=O)cc1 (centres undefined)	-5.9%
O=C(NCc1cccs1)C1CCCN(S(=O)(=O)c2ccc3c(c2)OCO3)C1 (centres undefined)	1.6%
Cc1ccc(C(=O)N/C(=C\c2cn(-c3ccccc3)nc2-c2ccc(F)cc2)C(=O)NCc2cccnc2)cc1	-5.4%
CCN(CC)S(=O)(=O)c1cc([N+](=O)[O-])ccc1NNC(=O)Nc1ccc(Cl)c(Cl)c1	-17.4%
O=C(OCc1cc(-c2ccccc2)no1)c1ccc2ccccc2n1	-11.9%

A draw from above in order of molar mass, falling:
SMILES	EphA4 KYL inhibition
Cc1ccc(C(=O)N/C(=C\c2cn(-c3ccccc3)nc2-c2ccc(F)cc2)C(=O)NCc2cccnc2)cc1	-5.4%
CCN(CC)S(=O)(=O)c1cc([N+](=O)[O-])ccc1NNC(=O)Nc1ccc(Cl)c(Cl)c1	-17.4%
Cc1ccc(N(CCCCN2C(=O)c3ccccc3C2=O)C(=O)c2cccc([N+](=O)[O-])c2)cc1	-6.4%
COc1cc(/C=C2\C(=O)NC(=O)N(c3ccc(C)cc3)C2=O)ccc1OCc1ccccc1	-3.6%
COc1cc(/C=C2/SC(=S)N(CCC(=O)O)C2=O)cc(Br)c1O	-5.3%
O=C(NCc1ccco1)C1CCN(S(=O)(=O)c2ccc(-n3cnnn3)cc2)CC1	-9.0%
O=C(NCc1cccs1)C1CCCN(S(=O)(=O)c2ccc3c(c2)OCO3)C1 (centres undefined)	1.6%
COc1ccc(C(=O)COc2ccccc2N2C(=O)C3C4C=CC(C4)C3C2=O)cc1 (centres undefined)	-5.9%
CCNC(=O)CC1C(=O)N(c2ccc(F)cc2)C(=O)N1Cc1ccccn1 (centres undefined)	-8.2%
O=C(Nc1cccc(Cl)c1Cl)c1snnc1-c1ccccc1	4.6%
O=C(NCC(c1cccnc1)N1CCOCC1)c1cccc(Cl)c1 (centres undefined)	-10.4%
COn1c(SCc2cccc(Cl)c2)nc2ccccc2c1=O	-2.3%
O=C(OCc1cc(-c2ccccc2)no1)c1ccc2ccccc2n1	-11.9%
Cc1nnc(Sc2c(N)n(C)c(=O)[nH]c2=O)s1	-3.8%
O=C(Nc1ccc2ccccc2c1)c1cccnc1	10.8%
Nc1ccc2oc(-c3cccc(Cl)c3)nc2c1	0.0%

Carrying on.
SMILES	EphA4 KYL inhibition
S=C(NC1CCCCC1)c1ccc2c(c1)OCO2	-10.2%
Cc1ccc(Nc2nc(N)nc(CSc3nc4ccccc4s3)n2)cc1	-3.7%
Cc1ccc(-c2noc(CCC(=O)N3CCCc4ccccc43)n2)cc1	7.3%
CC(Sc1nc(-c2ccccc2)cc(C(F)(F)F)n1)C(=O)Nc1sc2c(c1C#N)CCC2 (centres undefined)	-11.6%
COc1ccc(CNC(=O)CSc2nc(-c3ccccc3)cc(-c3cccs3)c2C#N)cc1	-7.8%
CCOC(=O)CSc1nc2ccccc2n1CC(=O)N(C(C)C)C(C)C	1.0%
COc1ccc(OC)c(N2C(=O)CC(C(C)c3ccccc3)C2=O)c1 (centres undefined)	-14.9%
Cc1cccc(NC(=O)C2CCN(S(=O)(=O)c3cccc4cccnc34)CC2)n1	-5.1%
COc1ccc(N2CCN(Cc3cc(=O)oc4ccc5ccccc5c34)CC2)cc1	-4.9%
Cc1ccc2oc(-c3cccc(NC(=S)NC(=O)/C=C/c4ccco4)c3)nc2c1	-4.5%
CCN(CC)Cc1c(C(=O)OC(C)C)nnn1-c1nonc1N	-17.5%
CCCCNc1nc2c(c(=O)[nH]c(=O)n2C)n1CCOc1ccccc1	-0.6%
Cc1ccccc1Cn1c(-c2cncs2)nc2ccccc21	11.8%
Cc1cc2c(cc1C)NC(c1nc3ccccc3[nH]1)C1=C(CC(C)(C)CC1=O)N2 (centres undefined)	-8.6%
O=[N+]([O-])c1nn(-c2ccc3c(c2)OCCO3)n(O)c1=NCCCO	-1.8%
O=C(CN(C(=O)CCC(=O)Nc1nccs1)c1ccc(F)cc1)NCc1ccco1	-15.7%
O=C(Nc1ccccc1N1CCOCC1)c1cnccn1	-12.6%
Cc1ccc(SCc2cc(-c3ccc(Cl)cc3)no2)cc1	5.2%
N#CC(c1ccc(F)cc1)c1ccc(C(=O)c2ccccc2)cc1 (centres undefined)	9.7%
COc1cccc(OCCCCCCN2CCOCC2)c1	-2.3%
CCSc1nnc(NC(=O)Cc2ccc(OC)c(OC)c2)s1	-12.8%
Cc1nn(-c2ccccc2)c(C)c1C(=O)OCC(=O)N1CC(=O)Nc2ccccc21	-1.8%
COc1cc(/C=N/NC(=O)c2cccs2)ccc1OCc1ccccc1	-6.4%
C=CCNC(=O)CC(C)C(CCCCC)C(=O)O (centres undefined)	-18.9%
CN1CCN(C(=O)c2ccc3ccccc3c2)CC1	-10.6%
COC(=O)c1cc(C(=O)N2CC(C)OC(C)C2)cc([N+](=O)[O-])c1 (centres undefined)	5.3%
CCOc1cc(OCC)cc(C(=O)Nc2ccc(C(C)=O)cc2)c1	-4.0%
CCOCCCNC(=O)C1CCN(C(=O)Nc2ccc(C)cc2)CC1	-3.4%
CCN(CC)S(=O)(=O)c1ccc2c(c1)nc(CCC(=O)Nc1cccc(C(F)(F)F)c1)n2CC	-10.3%
CCn1c(SCC(=O)NCc2cccs2)nnc1-c1ccco1	-29.7%
CCOC(=O)C1=C(COc2ccc(F)cc2Cl)NC(=O)NC1c1cc(C)ccc1C (centres undefined)	-6.4%
CCCCN(C(=O)c1c(C)[nH]c(C(=O)OCC)c1C)c1ccccc1	7.6%
COC(=O)c1nn(C23CC4CC(CC(C4)C2)C3)c2c1C(=O)N(c1ccc(F)cc1)C2=O	-4.4%
N/C(=N\S(=O)(=O)c1ccc(Cl)s1)c1ccccc1	-9.7%
Cc1cc(-c2ccccc2)nc(SCC(=O)c2cccc([N+](=O)[O-])c2)n1	-0.5%
CC(Sc1nc2ccccc2[nH]1)C(=O)Nc1ccc2c(c1)OCCO2 (centres undefined)	-7.3%
CCCc1nnc(SCC(=O)O)n1/N=C/c1ccc2c(c1)OCO2	-3.1%
COc1ccccc1N1CCN(C(=O)C2CCN(S(=O)(=O)N3CCOCC3)CC2)CC1	-9.9%
O=C1CC(Cc2ccccc2)C(=O)N1c1ccc(Cl)cn1 (centres undefined)	-9.3%
